Assay outcomes from PubChem.
SDO1 yeast rescue = growth rescue of sdo1-depleted yeast, primary screen, S. cerevisiae, bone marrow failure model; S. cerevisiae sdo1-depleted JHY4D growth rescue, OD600 30 h; stronger effect = higher value; pdr5 snq2 efflux-pump mutant strain; z-score at 10 µM; 140,000 tested, 0.21% active; AID 817, 2007;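 active = z-score above 3 at both the 24 hr and the 30 hr optical density reads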;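 note: z-score against mean and SD of all compound wells on the same plate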
Insulin prom inh = inhibitors of insulin promoter-driven GFP, primary screen, imaging, TRM-6 cells (human fetal islet line), eGFP reporter, cell count; 130,000 tested, 0.9% active; inhibition, % at 2 µM; reporter expression induced with tamoxifen; AID 1273, 2008;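 active = inhibition above the mean plus 3 SD, with well images judged a real hit on visual review, cut at about 60% in these data, passing the limit was not always enough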
SDO1 yeast rescue Rescue 24 h = recorded beside SDO1 yeast rescue, whose call it bears; z-score; S. cerevisiae sdo1-depleted JHY4D growth rescue, OD600; measured here: growth rescue at 24 h;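 0 is the plate mean of compound wells and units are plate SD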
Numbers without * were called inactive; i = inactive; / = not tested or not shown. These rows are one share of the data. The share of hits here may be higher or lower than overall.

SMILES	SDO1 yeast rescue	SDO1 yeast rescue Rescue 24 h	Insulin prom inh
Cc1oc2c(c1C(=O)N1CCOCC1)C(=O)c1ccccc1C2=O	/	/	12.5
Cc1ccn2c(NC(=O)c3ccco3)c(-c3ccccc3)nc2c1	0.13	-0.02	-4.8
CN(C)c1nnnn1-c1cccc(Oc2ncc(C(F)(F)F)cc2Cl)c1	/	/	-36.4
CC(=O)COC(=O)c1cc(-c2ccc(C)cc2)nc2ccccc12	/	/	17.4
CN(C(=O)CSc1nc2cc(Cl)ccc2c(=O)n1Cc1ccco1)C1CCS(=O)(=O)C1 (stereo not given)	/	/	23.5
Cc1cc(C)cc(N(CC(=O)N2CCn3c2nc2ccccc23)S(=O)(=O)c2c(C)noc2C)c1	-0.55	-0.52	/
CC(C)n1c(=S)[nH]c2c1c(=O)[nH]c(=O)n2C	-0.08	-0.33	45.5
Clc1ccc(-c2csc(N3CCC(c4ccccc4)C3)n2)cc1 (stereo not given)	0.81	0.31	-53.9
Cc1cccc(CCN(C(=O)Cc2cccs2)C(C(=O)NC2CCCCC2)c2cccnc2)c1 (stereo not given)	-0.34	1.27	20.8
O=C(O)c1cccnc1SCc1ccccc1Cl	/	/	-21.4
Cc1cccc(NC(=O)CSc2nnc(C)c(=O)n2N)c1	/	/	46.1
O=C1N/C(=C/c2ccc(N3CCOCC3)cc2)C(=O)N1Cc1ccc(F)cc1	-1.23	0.48	8.3
[O-]C1=N/[N+](=C/c2ccc(Cl)c(Cl)c2)CC1	0.21	-0.92	28.6
CCOC(=O)c1sc(=NC(=O)/C=C/c2cccs2)n(C)c1C	/	/	55.6
Cc1onc(-c2c(F)cccc2Cl)c1C(=O)NCCc1ccc(S(N)(=O)=O)cc1	0.75	-0.34	38.5
COc1cc(C(=O)OCC(=O)Nc2c(F)c(F)c(F)c(F)c2F)cc(OC)c1OC	-0.4	-0.69	-21.2
O=C(NC1CCCC1)C(NS(=O)(=O)c1cccc2nsnc12)c1ccccc1 (stereo not given)	1.09	1.59	-21.1
COc1cccc(C(=O)n2c(SC)nc3cc4c(cc32)OCCO4)c1	-0.84	-1.12	/
Cc1noc(C)c1S(=O)(=O)N1CCC(C(=O)NCCC2=CCCCC2)CC1	-0.06	-0.52	-10.7
CCCCN(CC)S(=O)(=O)c1ccc(C(=O)Nc2nnc(-c3ccccc3Cl)o2)cc1	0.35	-0.26	/
c1coc(Cn2nnnc2CN2CCN(C3CCCCC3)CC2)c1	-0.58	-1.18	28.1
O=C(NCCN1C(=O)S/C(=C\c2ccc(F)cc2)C1=O)c1cccc(S(=O)(=O)N2CCOCC2)c1	-0.83	-0.88	-25.9
FC(F)(F)c1nc(-c2cccnc2)ncc1-c1nnnn1-c1ccccc1	-0.05	-0.03	/
CCc1nnc(SCC(=O)N2CCCc3ccccc32)nc1CC	-0.48	-0.33	0.0
COc1ccc(C(=O)Oc2ccc(/C=N/NC(=O)Cc3ccc([N+](=O)[O-])cc3)cc2)cc1	-1.68	-0.77	/
CCOc1ccc2[nH]c(C)cc(=O)c2c1	0.77	0.64	/
CCOC(=O)/C(=C\c1cn(C)c2ccccc12)[N+](=O)[O-]	-0.61	-0.83	0.0
CCOc1cc(NC(=O)C2CC2)c(OCC)cc1NC(=O)c1ccccn1	-0.07	0.51	-2.8
Cc1ccccc1S(=O)(=O)Nc1nc2ccccc2nc1Cl	/	/	46.7
Cc1c(C(=O)NC(C)CN2CCCCC2)oc2ccccc12 (stereo not given)	2.58	1.05	43.8

Fetched one by one from the entries so far (two):
SMILES	SDO1 yeast rescue	SDO1 yeast rescue Rescue 24 h	Insulin prom inh
Cc1c(C(=O)NC(C)CN2CCCCC2)oc2ccccc12 (stereo not given)	2.58	1.05	43.8
FC(F)(F)c1nc(-c2cccnc2)ncc1-c1nnnn1-c1ccccc1	-0.05	-0.03	/

New compounds follow
SMILES	SDO1 yeast rescue	SDO1 yeast rescue Rescue 24 h	Insulin prom inh
COC(=O)c1c(C)[nH]c(C)c1-c1ccccc1	0.26	-0.08	/
COc1ccc(OC)c(NC(=O)C2CCC(CNc3c(N4CCC(C)CC4)c(=O)c3=O)CC2)c1 (stereo not given)	1.31	1.11	/
CCCCOCCCNC(=O)N[C@H](C(=O)OC)C(C)C	0.2	-0.33	/
COc1ccc(-c2nnc(SCC(=O)c3[nH]c(C)c(C(C)=O)c3C)o2)cc1	-0.19	1.45	57.6
COc1ccc(O)c(/C=C(\C#N)C(=O)Nc2cccnc2)c1	1.14	1.15	/
COc1cc(C2C(C#N)=C(N)OC3=C2C(=O)CC(C)(C)C3)ccc1OC(=O)N1CCOCC1 (stereo not given)	0.71	-0.14	i
Cc1ccc(NCc2nnc(SC(C)C(=O)N/N=C/c3ccc(C)o3)n2-c2ccccc2)cc1 (stereo not given)	0.45	0.07	-8.0
Cc1nn(Cc2ccc([N+](=O)[O-])cc2)c(=O)n1-c1cccc(F)c1	0.18	0.06	-120.0
CC(=O)Nc1ccc(OCC(O)CN2CCCCC2C)cc1 (stereo not given)	-0.41	-0.65	32.0
COc1ccc(Cl)cc1NC(=O)Nc1ccccc1C(N)=O	/	/	8.3
CSc1ccccc1NC(=O)c1c(C)noc1C	0.66	0.56	47.6
CC1CCN(CCC(=O)Nc2ccc3c(c2)CCC3)CC1	1.66	2.28	30.8
CCOc1cc(/C=C/C(=O)c2ccc(C)cc2)ccc1OCC(=O)N(C)C	-1.31	-0.78	26.7
O=C(NCCc1c[nH]c2ccccc12)C(F)(F)F	1.51	0.12	51.4
COc1cc(C(C)=O)ccc1OC(=O)C(C)N1C(=O)c2ccccc2C1=O (stereo not given)	-0.59	-0.95	17.9
CCSC1=N/C(=C\c2ccccc2)C(=O)N1	0.65	0.86	-62.5
Cc1cccc(CS(=O)(=O)c2nnc([C@H](Cc3ccccc3)NC(=O)OC(C)(C)C)o2)c1	-2.41	-1.5	31.2
COCCn1c(SCc2nc3scc(-c4ccc(Cl)cc4)c3c(=O)[nH]2)nnc1-c1cccc(C)c1	-0.68	-0.42	/
CN1C(=O)C(O)(CC(=O)c2cccs2)c2ccccc21 (stereo not given)	/	/	21.1
COc1ccccc1NS(=O)(=O)c1cc(NC(=O)c2ccc(=O)[nH]c2)ccc1N1CCOCC1	-0.13	-0.26	46.1
Cc1ccc(N(Cc2ccc(C(=O)NC3CCCCC3)cc2)S(C)(=O)=O)cc1C	-0.7	0.46	-6.7
Cc1ccc(S(=O)(=O)NC(=S)NC2CCCCC2)cc1	/	/	27.8
CN1C(=O)c2ccc(N3CCCC3)cc2C1=O	0.52	0.56	29.6
Cn1c(=O)c2cc(S(=O)(=O)NCCC(=O)NC3CCCCCCC3)ccc2n(C)c1=O	0.14	0.2	36.4
O=C(Cn1c(=O)n(-c2ccccc2)c(=O)c2sccc21)N1CCCC1	0.91	1	/
COc1ccc([N+](=O)[O-])cc1NC(=O)C(C)OC(=O)/C=C/c1ccco1 (stereo not given)	-0.22	0.54	-107.1
C=CCc1cc(OC)ccc1OCCOCCN1CCc2ccccc2C1	/	/	-144.4
O=c1[nH]c(CSc2nc3ccccc3o2)nc2c1cnn2-c1ccccc1	-1.7	-1.05	-17.9
COc1ccc(NC(=O)CN(C)Cc2c(F)cccc2Cl)cc1S(=O)(=O)N1CCCCC1	/	/	-5.0
COc1cc(/C=C(\C#N)C(=O)NC2CCCCC2)ccc1OCc1ccc(C(=O)O)cc1	/	/	-33.3
C=CCOc1ccc(C2C(C#N)=C(N)N(Nc3ccccc3)C3=C2C(=O)CCC3)cc1OC (stereo not given)	1.07	1.34	/
CC[C@@H](C)[C@H](NC(=O)C1CCN(C(=O)[C@@H](NS(=O)(=O)c2ccc(C)cc2)C(C)C)CC1)C(=O)O	-0.04	-0.98	33.3
CSc1cccc(NC(=O)CCCOc2ccccc2)c1	-0.01	-0.65	/
O=C(CCl)N(c1ccccc1)C1CCS(=O)(=O)C1 (stereo not given)	0.92	0.66	/
c1ccc(-c2csc(Nc3cccnc3)n2)nc1	1.02	-0.05	-453.9
CC(=O)c1nn(-c2cccc(Br)c2)cc1C(=O)c1ccc(Cl)cc1	-1.24	0.13	/
O=C(NNC(=S)NC1CCCCC1)c1cccs1	0.24	-0.66	50.0
CC(OC(=O)C1CC1)C(=O)Nc1cc(C(F)(F)F)ccc1Cl (stereo not given)	/	/	21.1
CC1=CC(C)(C(Cl)Cl)C(C)=CC1=O (stereo not given)	0.35	0.37	-33.3
Cc1ccc(CNC(=O)CN(C2CCCCC2)S(C)(=O)=O)cc1	0.46	-0.38	-446.1
O=C(CCC(NC(=O)OCc1ccccc1)C(=O)OCC(=O)N1CCCCC1)OCC(=O)N1CCCCC1 (stereo not given)	0.33	0.06	-16.2
CCc1nc(N=Nc2c(O)[nH]c3ccccc23)c2c3c(sc2n1)CCC3	1.88	1.62	-55.8
O=C(Nc1ccccc1Cl)N1CCN(c2ccccn2)CC1	0.16	-0.05	33.3
O=C(NN1C(=O)c2ccccc2C1=O)C1C2CCCCC21 (stereo not given)	-0.62	-1.37	-16.7
CSCCC(NC(=O)c1ccccc1)C(=O)N/N=C(\C)c1ccccc1 (stereo not given)	-0.61	-0.68	14.3

Taken from above.
Value for Cc1onc(-c2c(F)cccc2Cl)c1C(=O)NCCc1ccc(S(N)(=O)=O)cc1 under SDO1 yeast rescue Rescue 24 h: -0.34
Value for CCOC(=O)/C(=C\c1cn(C)c2ccccc12)[N+](=O)[O-] under SDO1 yeast rescue Rescue 24 h: -0.83
Value for FC(F)(F)c1nc(-c2cccnc2)ncc1-c1nnnn1-c1ccccc1 under SDO1 yeast rescue Rescue 24 h: -0.03

Next section.
SMILES	SDO1 yeast rescue	SDO1 yeast rescue Rescue 24 h	Insulin prom inh
O=C(Nc1ccccc1)c1sc2cc(C(F)(F)F)cnc2c1-c1cccs1	-0.58	-0.33	-21.7
CCOc1ccc(C(NC(=O)c2ccco2)c2ccc(OC)c(OC)c2)cc1 (stereo not given)	-0.4	-0.66	-442.9
N#CCSc1nnc(-c2ccc(S(=O)(=O)N3CCOCC3)cc2)n1CC1CCCO1 (stereo not given)	-0.48	-0.77	18.8
COC(=O)[C@H](CCSC)NC(=O)NCc1ccc(S(N)(=O)=O)cc1	-0.03	-0.36	/
N#Cc1c(NC2CCCCC2)nc(-c2ccco2)c2c1CCCC2	-0.68	-0.95	13.8
Cc1[nH]nc2c1/C(=N\O)CCC2	/	/	-16.7
Cc1c(C(=O)C(=O)N2CCN(C)CC2)c2ccccc2n1C	/	/	-66.7
O=[N+]([O-])c1ccc(N2CCC(O)CC2)nc1	-0.75	-1.91	23.1
COc1cc(CC(=O)OCC(=O)NC2CC2)cc(OC)c1OC	/	/	0.0
O=C1CN(C(=O)c2ccccc2)c2ccccc2N1	-0.11	-0.22	-280.0
CC(CCc1ccccc1)NC(=O)C1CCN(S(=O)(=O)N2CCCCC2)CC1 (stereo not given)	0.21	0.26	/
Cc1ccc(Cl)cc1NC(=O)c1ccccn1	/	/	16.7
O=C(O)c1cccc(NC(=O)c2cccc(NC(=O)C3CCCO3)c2)c1 (stereo not given)	-0.01	-0.15	25.0
COC(=O)c1ccc2c(=O)n(CC3CCCO3)c(=S)[nH]c2c1 (stereo not given)	-0.24	-0.62	-31.5
CCCCCc1ccc(CC(=O)O)cc1	-0.92	-0.52	/
CC(C)C(C(=O)NCc1ccco1)N(C(=O)CNS(=O)(=O)c1ccccc1)C1CCCC1 (stereo not given)	-0.54	-0.3	/
Nn1c(Cc2cccc3ccccc23)nnc1SCc1c(F)cccc1Cl	-0.81	-0.53	-26.7
CCOC(=O)CNC(=O)C(Cc1ccccc1)NS(=O)(=O)c1ccc2c(c1)CCC(=O)N2 (stereo not given)	/	/	-61.1
CCOCCn1c(COc2ccccc2)nc2ccccc21	-0.44	0.23	30.8
NNc1nc2c(Cl)c(Cl)ccc2s1	-1.46	-1.53	42.9
CCCOc1ccc(N2C(=O)CC(N3CCOCC3)C2=O)cc1 (stereo not given)	-0.07	0.13	0.0
COc1cc(CNn2nnnc2N)ccc1OCc1c(Cl)cccc1Cl	-0.39	-0.59	-11.8
Cc1ccc(C)n1NC(=O)c1cccs1	0.48	0.13	-27.8
CCOC(=O)C1=C(C)NC(SCC(N)=O)=C(C#N)C1c1ccncc1 (stereo not given)	0.88	0.66	/
N=C1CCCN1CC(=O)c1ccc(Cl)cc1	0.69	0.47	/

By substructure: those above containing an aryl thioether with sulfur outside any ring (13)
SMILES	SDO1 yeast rescue	SDO1 yeast rescue Rescue 24 h	Insulin prom inh
CN(C(=O)CSc1nc2cc(Cl)ccc2c(=O)n1Cc1ccco1)C1CCS(=O)(=O)C1 (stereo not given)	/	/	23.5
O=C(O)c1cccnc1SCc1ccccc1Cl	/	/	-21.4
Cc1cccc(NC(=O)CSc2nnc(C)c(=O)n2N)c1	/	/	46.1
COc1cccc(C(=O)n2c(SC)nc3cc4c(cc32)OCCO4)c1	-0.84	-1.12	/
CCc1nnc(SCC(=O)N2CCCc3ccccc32)nc1CC	-0.48	-0.33	0.0
COc1ccc(-c2nnc(SCC(=O)c3[nH]c(C)c(C(C)=O)c3C)o2)cc1	-0.19	1.45	57.6
Cc1ccc(NCc2nnc(SC(C)C(=O)N/N=C/c3ccc(C)o3)n2-c2ccccc2)cc1 (stereo not given)	0.45	0.07	-8.0
CSc1ccccc1NC(=O)c1c(C)noc1C	0.66	0.56	47.6
COCCn1c(SCc2nc3scc(-c4ccc(Cl)cc4)c3c(=O)[nH]2)nnc1-c1cccc(C)c1	-0.68	-0.42	/
O=c1[nH]c(CSc2nc3ccccc3o2)nc2c1cnn2-c1ccccc1	-1.7	-1.05	-17.9
CSc1cccc(NC(=O)CCCOc2ccccc2)c1	-0.01	-0.65	/
N#CCSc1nnc(-c2ccc(S(=O)(=O)N3CCOCC3)cc2)n1CC1CCCO1 (stereo not given)	-0.48	-0.77	18.8
Nn1c(Cc2cccc3ccccc23)nnc1SCc1c(F)cccc1Cl	-0.81	-0.53	-26.7
